NALP1 inh: NALP1 inflammasome inhibitors in reconstituted yeast, colorimetric, S. cerevisiae, triplicate retest; inhibition, % at 10 µM; AID 2071, 2009; S. cerevisiae NALP1/ASC/caspase-1 growth, X-gal OD620, 72 h; 280,000 tested, 0.61% active; in the data active means inhibition mostly above about 24%, no sharp cut-off; inactive means mostly below about 32%; further: some compounds called inactive have numbers as strong as hits
UBC9 SUMO inh: inhibitors of in vitro SUMOylation cascade, primary screen, biochemical, HTRF, uHTS. SUMO-conjugating enzyme UBC9 (Homo sapiens), P63279. HTRF SUMOylation assay, SAE1/SAE2 + UBC9. inhibition, % at 35 µM. 290,000 tested, 0.36% active. AID 2006, 2009; in the data active means inhibition above about 50%, passing the limit was not always enough; further: strong numbers were not always called active
Target sequence (P63279 whole entry, looked up): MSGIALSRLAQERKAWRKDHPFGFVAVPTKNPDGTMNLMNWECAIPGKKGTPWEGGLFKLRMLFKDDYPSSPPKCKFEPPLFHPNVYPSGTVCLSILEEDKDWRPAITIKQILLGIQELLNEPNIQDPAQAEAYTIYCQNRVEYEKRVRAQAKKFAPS
M18AAP inhibitor: PfM18AAP inhibitors, malaria aminopeptidase, primary screen, biochemical, QFRET, recombinant enzyme; M18 aspartyl aminopeptidase (Plasmodium falciparum 3D7); H-Glu-NHMec fluorogenic cleavage; inhibition, % at 7.35 µM; 290,000 tested, 1.2% active; AID 1822, 2009;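 active means inhibition above the campaign mean inhibition over all tested compounds plus 3 SD, cut at about 28% in these data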;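 further: 0% = plate median of test compound wells and 100% = 2 mM ZnCl2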
VIM-2 inh: VIM-2 metallo-beta-lactamase inhibitors, primary screen, biochemical, epi-absorbance readout, Pseudomonas aeruginosa enzyme; AID 1527, 2009; 290,000 tested, 0.89% active; inhibition, % at 5.6 µM; purified VIM-2, nitrocefin hydrolysis, epi-absorbance fluorescence;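 active means inhibition above the mean of all tested compounds plus 3 SD, cutoff set per screening run, cut at about 7.5% in these data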;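 further: red hydrolysis product quenches plate fluorescence so inhibitors raise well fluorescence; 0% = enzyme with DMSO and 100% = DMSO without enzyme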
DNA FID counter: compounds displacing fluorescent DNA intercalator, primary screen, artefact control for HCV NS3 helicase inhibitor project, biochemical, FID fluorescence | AID 1845, 2009 | DNA fluorescent intercalator displacement | 290,000 tested, 0.17% active | inhibition, % at 7.9 µM; in the data active means inhibition above about 37%;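 further: 0% = vehicle and 100% = reference compound; higher means more ethidium bromide displaced from hairpin DNA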
MEKK2wt PB1 HTS: modulators of MEK5 binding to wildtype MEKK2, primary screen, biochemical, multiplex bead flow cytometry, Alexa488-MEK5. binding response (% of control), % at 10 µM. AID 1531, 2009. 290,000 tested, 1.1% active. Mitogen-activated protein kinase kinase kinase 2 (Homo sapiens), Q9Y2U5. Alexa488-MEK5 binding to MEKK2 WT; actives lie on both sides; in the data active means binding response below about 67% or above about 130%
IMP-1 inhibitor: IMP-1 metallo-beta-lactamase inhibitors, primary screen, biochemical, epi-absorbance readout, Pseudomonas aeruginosa enzyme. metallo-beta-lactamase IMP-1 (Pseudomonas aeruginosa). purified IMP-1, nitrocefin hydrolysis, epi-absorbance fluorescence. inhibition, % at 5.6 µM. 290,000 tested, 0.45% active. AID 1556, 2009;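 active means inhibition above the mean plus 3 SD of all compounds in the same screening run, cut at about 4.5% in these data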;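 further: 0% = IMP-1 with DMSO and 100% = DMSO wells lacking enzyme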
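System: purified IMP-1; amount: IMP-1 0.2 nM before substrate addition; compound: single dose, 5.6 µM; times: 25 °C, 15 min preincubation, 25 min reaction; signal: Epi-absorbance via hydrolysed-nitrocefin quenching of white-plate fluorescence, 480/530 nm, EDTA stop; benchmarks: DMSO with and without IMP-1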
MEKK2 mut-MEK5: MEK5 binding signal on mutant MEKK2 PB1, primary screen, biochemical, multiplex bead flow cytometry, Alexa488-MEK5 | Alexa488-MEK5 binding to MEKK2 mutant | percent response, % at 10 µM | 290,000 tested, 0.35% active; in the data active means percent response above about 24%, passing the limit was not always enough; further: inactives centre near 1; some results filed as inactive read as strong as hits
NS3 helicase inh: inhibitors of HCV NS3 helicase, primary screen, biochemical, Cy5 molecular beacon fluorescence. Hepatitis C virus NS3 helicase. AID 1800, 2009. NS3 helicase DNA unwinding. 290,000 tested, 0.56% active. inhibition, % at 10.9 µM;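 active means inhibition above the mean of all tested compounds plus 3 SD, set per campaign, cut at about 35% in these data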;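 further: 0% = DMSO wells and 100% = thioflavine S control wells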
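assay system = NS3 helicase fragment of HCV | buffer or medium = MOPS pH 6.5, MgCl2, DTT, Tween20, BSA | timing = 60 min unwinding reaction at 25 °C after ATP addition | signal = Cy5 beacon fluorescence read at start and 1 h | read-out basis = % inhibition of unwinding | control set = low DMSO, high thioflavine S at 110 µM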
Numbers without * were called inactive; nt = no result given; & = joins results of further samples.

SMILES	NALP1 inh	UBC9 SUMO inh	M18AAP inhibitor	VIM-2 inh	DNA FID counter	MEKK2wt PB1 HTS	IMP-1 inhibitor	MEKK2 mut-MEK5	NS3 helicase inh
Cc1ccccc1CSc1nnc([C@@H]2CCCN2)o1	5	4	2	-0.3	-2	102	5.7*	3	3
COc1ccc2c(c1OC)CN(C)CCc1cc3c(cc1C(O)C2)OCO3 (stereo not drawn)	-3	7	0	-1.1	0	105	-5.0	6	6
Cc1c(OC(C)C(=O)NCCCN2CCOCC2)ccc2c3c(c(=O)oc12)CCC3 (stereo not drawn)	20	nt	1	24*	5	109	-2.5	7	5
Cc1cc(C(=O)N/N=C/c2ccc(C)s2)n[nH]1	13	3	2	-1.4	-4	96	-2.0	-4	-8
CN(C[C@H](c1ccccc1)N(C[C@H](Cc1ccccc1)N(CCc1ccccc1)N=O)N=O)N=O	-7	-8	6	-3.0	-24	95	-3.4	-1	-3
C=CCNC(=S)Nc1c(C(=O)OC)[nH]c2cc(OC)ccc12	-6	4	12	-3.3	-3	98	-2.1	4	5
COc1ccc(/C(C)=N\Nc2nc(-c3ccc(Cl)cc3)cc(C(F)(F)F)n2)cc1OC	9	3	3	0.1	-7	116	-3.8	7	-5
CS(=O)(=O)c1ccccc1C(=O)Nc1cccc(-c2nc3ccccc3o2)c1	1	7	-5	0.6	-31	104	-2.6	2	-14
COc1ccc2nc(NCCCO)[nH]c2c1	-2	-3	0	-0.2	3	102	-2.3	16	2
O=C(CN1CCCCCCC1)N/N=C/c1ccc([N+](=O)[O-])o1	15	22	15	-1.6	3	115	-2.9	3	8
CCOC(=O)C1=C(C)NC(C)=C(C(=O)OC)C1c1cccc([N+](=O)[O-])c1 (stereo not drawn)	22&-2	-29&-14	3&-1	-0.6&-2.8	-13&-6	98&94	-2.0&-1.1	2&-5	-7&-17
O=C(Nc1cccc(F)c1)C1CCN(C(=O)c2ccc(Br)cc2)CC1	-5	20	-7	-2.4	-18	94	-0.5	-4	-3
COC(=O)c1cc(OC)c(OC)cc1NC(=O)C1CCCO1 (stereo not drawn)	-6	-3	-3	-4.3	-6	102	-1.2	10	-9
COc1ccc(-c2cc3c(=O)n(CC(=O)NCCCN4CCC(N5CCCCC5)CC4)ncn3n2)cc1	18	24	3	3.4	40*	122	-1.6	8	-22
COc1ccc(/C=N/OCC(=O)Nc2nc3ccccc3s2)cc1OC	16	4	4	-3.9	-8	104	-3.2	2	3
CN(C)c1ncccc1-c1nc2ccccc2s1	10	28	3	1.6	-13	68	-0.8	-12	5
Oc1ccc2c(ccc3[nH]cnc32)c1	16	17	0	-3.5	-3	106	-2.8	6	-1
Cc1cc(C(F)(F)F)n(-c2ccc(N)cc2)n1	12	11	-1	-1.1	-3	86	-2.7	-11	1
O=C1OC(/C(=C\NCc2ccccc2)[N+](=O)[O-])c2ccccc21 (stereo not drawn)	11	33	23	-2.7	-4	103	-0.4	0	-1
Cc1onc(-c2c(Cl)cccc2Cl)c1NC(=O)N1CCSCC1	-1	-1	4	-4.6	-2	104	-2.3	4	-1
O=C(Nc1ccc2c(c1)CCC2)C1CCCO1 (stereo not drawn)	3	7	2	-4.3	-1	111	-3.3	4	-1
COc1ccc(/C(C)=N/Nc2nc3ccccc3nc2C)cc1OC	-3	-4	39*	-3.3	-9	101	-2.4	3	5
CC1CCN(CC(O)COC2CC(C)CCC2C(C)C)CC1 (stereo not drawn)	23	-8	-4	-1.0	21	97	0.1	-1	-16
Cn1nc(-c2ccccc2)c(CSc2cccc(Cl)c2)c1Cl	11	4	1	0.5	-6	104	-3.5	0	0
COc1ccc(C)cc1N(CC(=O)NCCSCc1cccc(Cl)c1)S(C)(=O)=O	11	4	-7	-1.8	-47	110	-3.1	3	-8

Retrieved one by one from the entries so far:
SMILES	NALP1 inh	UBC9 SUMO inh	M18AAP inhibitor	VIM-2 inh	DNA FID counter	MEKK2wt PB1 HTS	IMP-1 inhibitor	MEKK2 mut-MEK5	NS3 helicase inh
COc1ccc(/C(C)=N/Nc2nc3ccccc3nc2C)cc1OC	-3	-4	39*	-3.3	-9	101	-2.4	3	5
CN(C[C@H](c1ccccc1)N(C[C@H](Cc1ccccc1)N(CCc1ccccc1)N=O)N=O)N=O	-7	-8	6	-3.0	-24	95	-3.4	-1	-3
Cn1nc(-c2ccccc2)c(CSc2cccc(Cl)c2)c1Cl	11	4	1	0.5	-6	104	-3.5	0	0
Cc1onc(-c2c(Cl)cccc2Cl)c1NC(=O)N1CCSCC1	-1	-1	4	-4.6	-2	104	-2.3	4	-1
COc1ccc2c(c1OC)CN(C)CCc1cc3c(cc1C(O)C2)OCO3 (stereo not drawn)	-3	7	0	-1.1	0	105	-5.0	6	6

(further entries)
SMILES	NALP1 inh	UBC9 SUMO inh	M18AAP inhibitor	VIM-2 inh	DNA FID counter	MEKK2wt PB1 HTS	IMP-1 inhibitor	MEKK2 mut-MEK5	NS3 helicase inh
O=C(COc1cccc2c1CCN(Cc1ccccc1F)C2=O)N1CCCCC1	-13	11	-5	1.9	-32	74	1.6	-15	30
O=[N+]([O-])c1ccccc1S(=O)(=O)NC1CCCCCCC1	17	-11	0	-0.6	-9	103	-2.4	3	-11
COC(=O)CS(=O)(=O)c1ccc(C)cc1	4	16	-15	-5.8	0	104	-4.4	0	-6
COc1cc(S(=O)(=O)N2CCOCC2)ccc1NC(=O)COC(=O)CC12CC3CC(CC(C3)C1)C2	-12	-5	0	-3.6	-21	92	-6.5	-6	-3
CC(=O)N1CCC(N(CCN2CCOCC2)C(=S)Nc2c(C)cccc2C)CC1	-1	13	1	-2.0	0	107	-0.7	1	-17
Cc1cc(C)nc(N/N=C/c2c[nH]c3ccccc23)n1	9	1	1	-4.0	-4	93	-3.0	-8	5
CC(C)COc1ccc(C(=O)N/C(=C/c2cccc([N+](=O)[O-])c2)C(=O)O)cc1	nt	19	0	-4.2	-26	110	-3.9	7	16
COc1cc(C(O)P(=O)(OCC(C)C)c2ccc(N(C)C)cc2)cc(OC)c1OC (stereo not drawn)	nt	20	-1	0.1	-37	107	-2.1	10	-1
O=C(CS(=O)c1ccc(F)cc1)Nc1ccccc1Cl (stereo not drawn)	8	4	-6	-1.0	-3	107	-1.4	3	6
Cc1ccc(S(=O)(=O)N2C(=O)CCC2C(=O)N2CCN(C)CC2)cc1 (stereo not drawn)	23	10	-1	-3.1	-3	99	-4.1	1	7
NC1=NN(c2cccc(C(=O)O)c2)C(=O)C1	2	1	23	-2.6	-2	90	0.3	4	-4
Cc1nc(NC(=O)CCl)sc1C(=O)N(C)C	4	15	-2	-5.4	2	91	-3.2	-8	-1
Cc1ccc(S(=O)(=O)N(C)c2nonc2C)cc1	13	20	0	-2.2	1	96	1.8	-3	-8
O=C(CNC(=O)c1ccccc1)OC1CCCCC1	-13	5	0	-1.8	0	101	-3.6	7	5
CCCN(C(=O)Cn1ncc2c([nH]c3ccccc32)c1=O)c1ccccc1C	29	-2	2	-1.6	-31	100	-2.1	2	-1
Cc1cc[n+](CC(=O)Nc2cccc(C)c2)cc1	2	8	-12	-1.1	2	99	-2.0	-7	-15
CC(=O)NCC(=O)NC1CC(C)(C)Cc2c1cnn2-c1ccccc1 (stereo not drawn)	-9	-6	7	1.2	-8	96	0.0	-2	-4
COc1cccc(CC2(CO)CCCN(CC3=Cc4cc(OC)ccc4OC3)C2)c1 (stereo not drawn)	7	11	-1	-1.4	-1	112	-1.1	10	-16
Cc1cc(C)cc(Nc2ncc3c(n2)CC(c2ccco2)CC3=O)c1 (stereo not drawn)	8	17	-9	-6.5	-19	110	-4.0	4	11
Cc1nnc(SCC(=O)Nc2ccccc2NC(=O)CSc2nnc(C)s2)s1	20	0	-1	-1.1	-4	100	-1.9	7	-1
CN(C)CCOc1cccc(Br)c1	-24	2	2	-2.0	5	106	-3.3	7	-3
Cc1ccc(C2(CCNC(C)c3cccs3)CCOC(C(C)C)C2)cc1 (stereo not drawn)	-4	3	2	-2.4	19	131	-2.8	13	-28
Cc1cc(C=O)c2c(c1)C=CC1(Oc3ccccc3C(=O)N1C)O2 (stereo not drawn)	-57	25	3	2.8	-5	101	2.7	2	0
Cc1cccc(NC(=O)CCN2CCCC(C)C2)c1 (stereo not drawn)	8	8	-1	-2.0	-2	103	-2.4	5	-7
COc1ccc(Cl)cc1NS(=O)(=O)c1cccc2cccnc12	12	3	-8	-0.5	-12	105	0.3	6	-12

The results go on.
SMILES	NALP1 inh	UBC9 SUMO inh	M18AAP inhibitor	VIM-2 inh	DNA FID counter	MEKK2wt PB1 HTS	IMP-1 inhibitor	MEKK2 mut-MEK5	NS3 helicase inh
COc1ccc(-c2cc(=O)oc3cc(OCC(=O)NCCCn4ccnc4)ccc23)cc1	-31	14	3	6.7	9	106	-1.8	3	-44
C=CCn1c(=O)[nH]c2cc(C(=O)N3CC=C(c4ccccc4)CC3)ccc2c1=O	-23	20	-5	-0.9	-25	93	-1.1	-2	-4
COCCn1c(SCC(=O)c2cccc(OC)c2)nnc1-c1ccco1	-2	7	2	0.2	-9	118	-3.0	11	13
Cc1ccc(C(=O)C(OC(=O)c2cnccn2)c2ccccc2)cc1 (stereo not drawn)	4	7	7	-2.4	-5	100	-1.5	-2	-8
COc1ccccc1Nc1nc(-c2cccs2)cs1	-15	43	20	-2.2	-2	104	-2.4	2	12
CCOC(=O)c1sc(=S)n(-c2cc(OC)ccc2OC)c1N	11	14	27	-1.1	0	98	-1.4	0	7
COc1ccc(C)cc1NC(=O)C(Sc1nnc(-c2ccncc2)n1-c1ccc(Cl)cc1)c1ccccc1 (stereo not drawn)	20	0	-8	-3.2	-17	100	-4.4	0	-21
C=CCNC(=O)C1CC(=O)N(c2ccc(OCC(=O)Nc3cccc(OC)c3)cc2)C1 (stereo not drawn)	6	18	-2	-1.6	-21	103	-0.2	11	4
CCc1ccc(NCCC(=O)c2ccc(Cl)cc2)cc1	14	17	0	-0.3	0	93	-1.2	-1	3
CCOC(=O)c1ccc(N2C(=O)CC(N3CCC(C(N)=O)(N4CCCCC4)CC3)C2=O)cc1 (stereo not drawn)	7	7	6	-1.5	-11	102	-3.5	-1	-3
O=C(Cc1cccs1)NCCCc1ccccc1	3	-1	2	-0.6	-5	104	-1.2	6	3
O=C(CCCc1ccccc1)Nc1ccnn1C1CCN(Cc2ccc(CO)o2)CC1	15	3	3	1.9	5	89	0.7	-10	19
O=C1NC(=O)C2(CCCCCCCCCCC2)N1	6	8	-3	-0.1	-20	105	-0.9	5	6
COC(=O)CC(NC(=O)C1CC1)c1ccc2c(c1)OCO2 (stereo not drawn)	22	1	-2	-2.5	2	94	-2.2	-7	-1
O=S(=O)(NCCNS(=O)(=O)c1ccc(F)cc1)c1ccc(F)cc1	3	15	6	-3.6	-1	100	-5.2	4	-3
